p53ts 32C kill = kills p53ts cells at the permissive temperature | H1299-p53A138V at 32C, ATP luminescence viability, 24 h | AID 924 | 0.93% of 130,000 active | Potency, µM (series often up to 46.1 µM), for the others: top-dose activity change, negative = cytotoxicity, most hits filed as cytotoxic;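 note: 0% = DMSO and -100% = full killing by reference compound; nearly all actives have a fitted effect of over 55% in size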
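H1299-p53 A138V cells (temperature-sensitive p53) exposed 24 h to up to 46 uM compound at 32C, where p53 is wild-type in conformation. Viability read as ATP luminescence and normalised to DMSO and 100 uM tamoxifen. AC50 fitted with the Hill equation.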
Imprint erasure = genomic imprint erasure induction; 0.02% of 110,000 active; Potency, µM (titrated, usually from 60.7 µM), without a hit: at the highest dose activity change, positive = activation, most hits filed as activators; AID 1948; mouse ES Peg3-LacZ reporter, beta-gal luminescence, 40 h;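 note: 0% = negative control wells on the plate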
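Imprint erasure is scored as LacZ activity from the silenced maternal Peg3 allele in feeder-free female ES cells cultured 40 h with LIF. Luminescence is normalized to in-plate negative controls and fitted to the Hill equation.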
IkB signaling = inhibitors of IkB signaling in ABC-DLBCL cells; ABC-DLBCL IkBa-CBG/CBR dual luciferase ratio, 4 h; response scale: scaled: untreated 0%, proteasome inhibitor 100%; Potency, µM (top dose mostly 57.1 µM), for the others: at the top dose IkBa stabilization activation; 0.04% of 110,000 active; AID 445; active = well fitted curve in the direction sought with a large enough effect in the signal ratio, not every such curve was filed as active; inconclusive = small, poorly fitted or top-dose-only effect, or a change in a side signal; the % refers to the signal ratio;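 note: the direction sought is a rising ratio; 0% = basal untreated cells and 100% = reference inhibitor full response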
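Luminescence ratio of IκBα-fused green versus native red beetle luciferase in OCI-Ly3 cells, 4 h post-doxycycline with compound; red signal alone, scaled from basal (0%) to zero light (-100%), flagged nonspecific or cytotoxic effects.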
p53ts 39C tox = p53ts cell cytotoxicity, nonpermissive temperature. 1.5% of 130,000 active. Potency, µM (series often up to 46.1 µM), without a hit: at the top dose activity change, negative = cell killing, most hits filed as cytotoxic. H1299-p53A138V viability at 39C, ATP luminescence, 24 h; note: nearly all actives have a fitted effect of over 55% in size
Numbers without * were called inactive; u = inconclusive; x = no result given; & = joins results of further samples; [ ] = another dose, or the depositor's remark. Unless noted, calls come from the whole dose curve; as a rule, active = well fitted curve in the direction sought with a large enough effect; inconclusive = small, poorly fitted or top-dose-only effect, or another doubt; inactive = no such curve, though single readings can be large; an effect the other way counts as inactive or inconclusive. Unless noted, % is set by controls: 0 for no effect and ±100 for the full control effect; potency is the fitted concentration of half-maximal effect.

Order of results: Imprint erasure, p53ts 39C tox, p53ts 32C kill, IkB signaling
Cc1cc(NC(=O)CSc2nnnn2C2CCCC2)no1
 : 7%, -21%, 6%, 0.6%
CCC(NS(=O)(=O)c1c(C)[nH]c(=O)[nH]c1=O)C12CC3CC(CC(C3)C1)C2 (centres undefined)
 : -11%, 1%, -12%, 2.0%
O=C1C2C(C(=O)N1c1ccc3c(c1)OCO3)C1C=CC2C12CC2 (centres undefined)
 : x, -12%, -9%, x
CS(=O)(=O)N(CC(=O)N1CCc2ccccc2C1)c1ccc2c(c1)OCO2
 : -15%, 12%, 5%, -1.4%
CCOC(=O)n1c(=O)oc2cc(S(=O)(=O)N3CCOCC3)ccc21
 : -2%, 1%, 0%, 3.7%
CC1(C)C(=O)C=C[C@@]2(C)C1C=C[C@@]1(C)C2CC[C@@]2(C)C(c3ccoc3)OC(=O)C3OC312 (some centres undefined)
 : -11%, 79%[activator], u, x
CCOC(=O)C(Cc1ccccc1)NC(=O)CCc1c(C)nc2c(c(C)nn2-c2ccc(C)c(C)c2)c1C (centres undefined)
 : -7%[10.9 µM], -25%, 8%, -0.6%
COc1ccc(CN(Cc2cc3cc4c(cc3[nH]c2=O)OCO4)C(=O)NC2CCCCC2)cc1
 : -4%, 14%, 21%, 0.7%
CCOC(=O)N1CCC(NC(=O)Cn2cc3c(n2)CCCC3)CC1
 : 4%, 4%, 10%, -0.1%
Nc1ccccc1C(=O)N(Cc1ccccc1)Cc1ccccc1
 : x, -2%, -12%, x
Cc1coc2c(C)c3oc(=O)c(CCC(=O)NCCc4ccccc4F)c(C)c3cc12
 : -5%[10.9 µM], u, 5%, -1.3%
COC(=O)c1cc2oc3ccccc3c2n1CC(=O)Nc1ccc(OC)c(OC)c1OC
 : -7%[10.9 µM], -29%, -20%, -2.0%
CCOC(=O)c1c(C)n(C)c2ccc(O)c(CN3CCC(C)CC3)c12
 : -12%, -17%, -11%, -1.0%
COc1ccc2c(C)cc(SCC#N)nc2c1
 : 15%, -14%, 8%, -0.3%
CCOc1ccc(-n2c(=O)[nH]cc(C(=O)N3CCc4ccccc43)c2=O)cc1
 : -6%, -9%, 4%, 1.2%

Among those listed so far, three have a furan ring, fused or not.
Order of results: Imprint erasure, p53ts 39C tox, p53ts 32C kill, IkB signaling
CC1(C)C(=O)C=C[C@@]2(C)C1C=C[C@@]1(C)C2CC[C@@]2(C)C(c3ccoc3)OC(=O)C3OC312 (some centres undefined)
 : -11%, 79%[activator], u, x
Cc1coc2c(C)c3oc(=O)c(CCC(=O)NCCc4ccccc4F)c(C)c3cc12
 : -5%[10.9 µM], u, 5%, -1.3%
COC(=O)c1cc2oc3ccccc3c2n1CC(=O)Nc1ccc(OC)c(OC)c1OC
 : -7%[10.9 µM], -29%, -20%, -2.0%

Additional compounds follow:
Order of results: Imprint erasure, p53ts 39C tox, p53ts 32C kill, IkB signaling
CCOC(=O)c1cnc2nc(NCc3cccc(Br)c3)[nH]n2c1=O
 : -7%[10.9 µM], 24%, 13%, 0.5%
O=C1C(Cl)=C(NCC2CCCO2)C(=O)N1C1CCCCC1 (centres undefined)
 : -18%, -4%, 4%, 3.4%
Cn1nnnc1Sc1nc(-c2cccnc2)nc2ccccc12
 : -14%, 1%, 3%, u
Cc1cnc(CNc2cc(-c3ccc(C(=O)N(C)C)cc3)ncn2)cn1
 : -6%, 10%, 8%, 0.3%[11.4 µM]
CCN(C(=O)CSc1nc2ccccc2nc1Cc1cccc(OC)c1)c1cccc(C)c1
 : -6%[10.9 µM], -22%, 44%[activator], 2.6%
COc1cc(C(=O)N2CCN(CCc3ccncc3)CC2)cc(OC)c1OC
 : 28%[10.9 µM], 6%, 3%, 2.4%
Cc1cccc(N2CCN(C(=O)Cn3ncc4c3-c3ccccc3OC4)CC2)c1C
 : -11%[10.9 µM], u, -8%, u
COc1ccc(N2C3=C(CC4=C2CCCC4=O)C(=O)CCC3)cc1
 : x, -24%, 7%, x
CC(C)NC(=O)N1CC[C@@]2(CCCN(S(=O)(=O)c3ccccc3)C2)C1
 : x, -6%, -4%, -0.8%[11.4 µM]
O=c1cc(CN2CCOCC2)c2c(ccc3ccccc32)o1
 : -77%[inhibitor], -3%, 3%, 0.8%
CC1Cc2ccccc2N1C(=O)C1CCN(S(=O)(=O)c2cccs2)CC1 (centres undefined)
 : -16%, -9%, -7%, 0.3%
CCn1nc(C)c(NC(=O)CCCSc2nc(-c3ccco3)cc(C(F)(F)F)n2)c1C
 : 5%, -3%, -7%, u
COc1ccc(C(c2nnnn2Cc2ccccc2)N2CCN(C(=O)c3ccco3)CC2)cc1OC (centres undefined)
 : -9%, 0%, 4%, -0.1%
O=S(=O)(Cc1ccccc1)N1CCN(Cc2ccc3c(c2)OCO3)CC1
 : -15%, 1%, -4%, 3.4%
COc1ccc(-c2nc3cnc(N4CCNCC4)nc3n(C)c2=O)cc1
 : x, -28%, -17%, -7.2%[11.4 µM]
O=C(NCCc1ccccc1)C(=O)NCC(c1cccnc1)N1CCN(c2ccccc2F)CC1 (centres undefined)
 : -4%[10.9 µM], -11%, 1%, 2.5%
COc1cc(C(=O)NCC(c2ccc(N(C)C)cc2)N2CCCC2)cc(OC)c1OC (centres undefined)
 : -7%[10.9 µM], -27%, 4%, u
Cc1ccc2oc3c(c(=O)c2c1)C(c1ccc(O)cc1)N(c1nc(C)c(C)s1)C3=O (centres undefined)
 : -5%[10.9 µM], 15%, 0%, 2.4%
COC(=O)C1OC(=O)C2OC23[C@]2(C)C(O)CC4C(C)(C)C(OC(C)=O)CC(OC(C)=O)[C@@]4(C)C2CC[C@@]13C (some centres undefined)
 : -14%&-7%, 9%&0%, 0%&6%, x
COCCN(C(=O)c1csnn1)C(C(=O)NC1CCCCC1)c1sccc1C (centres undefined)
 : 4%, 1%, -2%, -0.1%
CCOC(=O)C1CCCN(C(=O)CCNS(=O)(=O)c2ccc3c(c2)CCC(=O)N3)C1 (centres undefined)
 : -7%, -10%, -3%, 1.1%
COc1cccc(Nc2ncc3ncc(=O)n(CCc4ccccc4)c3n2)c1
 : u, u, -29%, -1.9%[11.4 µM]
COc1ccc(CNC(=O)CSc2nnc(C)c3c(C)n(-c4ccccc4)nc23)c(OC)c1
 : -4%[10.9 µM], 13µM*, 14%, u
Cc1csc(NC(=O)Cc2nn(C)c(=O)c3ccccc23)n1
 : -17%, 7%, 21%, 3.1%
CCOC(=O)COn1c(=O)c[n+]([O-])c2ccccc21
 : 4%, 9%, -3%, 0.2%
Cn1c(NCc2cc(Br)ccc2O)nc2ccccc21
 : -9%, 0%, 4%, 1.1%
Cc1ccsc1C(=O)OCC(=O)NCc1ccc2c(c1)OCO2
 : -39%[inhibitor], -5%, -1%, 0.4%
Cc1c(C(=O)NCC2CCCO2)oc2ccc(S(=O)(=O)N3CCCC3)cc12 (centres undefined)
 : -7%, -12%, 7%, -0.9%
O=C(Nc1ccc(F)cc1)c1nc(SCc2ccccc2F)ncc1Cl
 : 14%[10.9 µM], -4%, 2%, -1.6%
CCNc1ncc2nc(-c3ccccc3)c(=O)n(CCc3ccccc3)c2n1
 : x, 5%, -4%, -3.4%[11.4 µM]
COc1ccccc1CN1CCC2(CCNCC2)CC1
 : x, 2%, -9%, -2.9%[11.4 µM]
Cc1ccc(NCc2nc3ccccc3n2CCOc2ccccc2)cc1
 : -19%[10.9 µM], u, 8%, u
C=CCn1c(SCC(=O)NC(N)=O)nnc1-c1cc2c(s1)CCC(CC)C2 (centres undefined)
 : x, -1%, -8%, x
O=C(O)CCc1ccc(-c2cccs2)n1NC(=O)c1ccc(Cl)cc1
 : -6%, 2%, 3%, 0.9%
CCc1ccccc1NC(=O)c1nc2nc(C)cc(C(F)F)n2n1
 : 6%[10.9 µM], 12%, 0%, 0.1%
Cc1cc(C)n(-c2cc(Cl)cc(Cl)c2)c(=O)c1C#N
 : x, -3%, 2%, x
c1cncc(CNc2cc(-c3ccoc3)ncn2)c1
 : -1%, 0%, 10%, -1.1%[11.4 µM]
NC(=Nc1ccccc1)NC(=O)c1nc(Cl)c(N)nc1N
 : -36%[inhibitor], -4%, 1%, 8.6%
Cc1ccc(-n2c(=O)[nH]c3sc4c(c3c2=O)CCNC4)cc1C
 : 16%[10.9 µM], 5%, -4%, -1.6%
CCOc1ccc(CNC(=O)c2cc3c(=O)n(Cc4cccs4)ccc3nc2C)cc1
 : -9%[10.9 µM], 4%, -20%, -0.4%
O=C(CCCn1c(=O)[nH]c2ccccc2c1=O)N1CCN(c2ccccn2)CC1
 : -7%, -6%, -4%, 1.2%
CCOC(=O)c1ccc(N2C(=O)c3n[nH]c(-c4ccco4)c3C2c2ccccc2OC)cc1 (centres undefined)
 : -10%[10.9 µM], -22%, 80%[activator], u
O=C1CCC(C(=O)N(c2ccccc2)C2(C(=O)NC3CCCCC3)CCCCC2)N1 (centres undefined)
 : -17%, -15%, -1%, 9.3%
O=C(c1cn(CCOc2ccccc2F)c2ccccc12)C1CCCCC1
 : -11%[10.9 µM], -22%, -2%, u
CC(=O)Oc1c(Cl)c(N2CCOCC2)c(OC(C)=O)c2ccccc12
 : -29%, -1%, -7%, 0.0%
O=C(NC1CC(=O)N(c2ccc(F)cc2)C1)c1ccc(S(=O)(=O)N2CCCC2)cc1 (centres undefined)
 : 4%[10.9 µM], 26%, -8%, -3.3%
Cc1nc(=O)c(-c2ccccc2)c(C)n1Cc1ccccc1
 : -7%, -16%, 9%, 0.9%
C=CCNc1nc(Nc2ccc(OC)cc2OC)nc(OCC)n1
 : -3%, 2%, -1%, 1.9%
CCOc1ccccc1NC(=O)CN(c1ccc(OC)cc1)S(=O)(=O)c1c(C)noc1C
 : -25%, 14%, -2%, 8.0%
CC(C)(C)NC(=O)C(c1ccc(F)cc1)N(Cc1ccco1)C(=O)Cn1nnc(-c2cccs2)n1 (centres undefined)
 : x, 9%, 8%, x
CC(C)CC1NC(=O)N(CC(=O)N2CCN(S(=O)(=O)c3ccc4ccccc4c3)CC2)C1=O (centres undefined)
 : 1%, 8%, 12%, 1.5%
CCOC(=O)C(NC(C)=O)(Nc1ccc(S(=O)(=O)Nc2nccs2)cc1)C(F)(F)F (centres undefined)
 : -7%, 13%, 1%, -1.4%
CCC(C)C(=O)OC1CCC=C2C=CC(C)C(CCC3CC(O)CC(=O)O3)[C@@H]21 (some centres undefined)
 : -13%, -6%, -11%, x
Cc1ccc(NC(=O)c2ccc(OC(=O)c3ccco3)cc2)cc1
 : -40%[inhibitor], u, u, 3.9%
O=C(c1cc(S(=O)(=O)N2CCOCC2)ccc1F)N1CCN(Cc2ccccc2)CC1
 : -17%, 12%, -11%, -0.2%
CC(NC(=O)CN1C(=O)COc2ccc(S(=O)(=O)N3CCCCCC3)cc21)c1ccccc1 (centres undefined)
 : -11%[10.9 µM], -7%, 4%, -0.2%
CC(=O)c1ccc(NC(=O)N[C@@H](Cc2ccccc2)C(=O)O)cc1
 : -3%, 6%, 3%, -0.2%
COc1ccc(-c2nc(CSCC(=O)NCCc3ccccc3)c(C)o2)cc1
 : -11%[10.9 µM], -12%, 6%, -0.7%
CCc1cccc(CC)c1NC(=O)c1ccc2c(c1)CCN2S(=O)(=O)c1ccccc1
 : -12%[10.9 µM], u, 3%, 1.0%
CCOc1ccc2[nH]c(=O)c(CN(CCO)C(=O)CC)cc2c1
 : 2%, -8%, 3%, -2.2%
COc1ccc(NC(=S)NC(NC(=O)c2cccc(Cl)c2)C(Cl)(Cl)Cl)c([N+](=O)[O-])c1 (centres undefined)
 : x, u, -5%, x
CC(=O)c1c(C)n(-c2cccc(C)c2)c2ccc(OC(=O)COc3ccccc3)cc12
 : 2%[10.9 µM], 18%, 16%, 2.1%
Cc1ccc(C)c(N2CCN(S(=O)(=O)c3ccc4c(c3)CCC(=O)N4)CC2)c1
 : -16%, -21%, 2%, u

Exported as tab-separated lines: four of the compounds above.
Molecule	Imprint erasure	p53ts 39C tox	p53ts 32C kill	IkB signaling
Cn1c(NCc2cc(Br)ccc2O)nc2ccccc21	-9%	0%	4%	1.1%
Cc1ccsc1C(=O)OCC(=O)NCc1ccc2c(c1)OCO2	-39%[inhibitor]	-5%	-1%	0.4%
Cc1c(C(=O)NCC2CCCO2)oc2ccc(S(=O)(=O)N3CCCC3)cc12 (centres undefined)	-7%	-12%	7%	-0.9%
O=C(Nc1ccc(F)cc1)c1nc(SCc2ccccc2F)ncc1Cl	14%[10.9 µM]	-4%	2%	-1.6%
